# RGS4 inhibitor – Inhibitors of Regulator of G Protein Signaling (RGS) 4: qHTS; Potency, µM (series often up to 114 µM), inactives show at the top dose activity change, negative = inhibition, hits mostly inhibitors; Transcreener GDP fluorescence polarization, RGS4-accelerated GTP hydrolysis; AID 504845, 2011; 0.039% of 390,000 active; also: potency is read from the fitted curve at half-maximal effect; % is scaled to controls: 0 for no effect and ±100 for the full control effect; nearly all actives have a fitted effect of over 75% in size; some results filed as inactive show a strong effect at the top dose
# Target sequence (P49798 whole entry, looked up): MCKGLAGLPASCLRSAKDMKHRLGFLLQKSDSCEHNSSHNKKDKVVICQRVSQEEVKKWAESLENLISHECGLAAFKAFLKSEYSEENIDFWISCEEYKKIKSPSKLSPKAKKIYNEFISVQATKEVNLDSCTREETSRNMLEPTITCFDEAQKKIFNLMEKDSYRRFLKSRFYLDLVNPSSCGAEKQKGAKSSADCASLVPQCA
#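 MLSMR compounds (23 nl, pin-transferred) preincubated 10 min at room temperature with a 500nM (2x) first reagent, then RGS4 at 900nM (2x) plus Transcreener GDP mix added; fluorescence polarization (620/688 nm) read before and after 90 min at 30 °C.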
# IDH1 R132H inh – qHTS for Inhibitors of mutant isocitrate dehydrogenase 1 (IDH1): qHTS; IDH1-R132H enzyme, NADPH consumption, diaphorase/resazurin fluorescence; Potency, µM (highest dose often 76.6 µM), without a hit: at the highest dose activity change, negative = inhibition, most hits filed as inhibitors; 0.093% of 390,000 active; AID 602179, 2012; also: potency is read from the fitted curve at half-maximal effect; % is scaled to controls: 0 for no effect and ±100 for the full control effect; nearly all actives have a fitted effect of over 65% in size
#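 IDH1-R132H (0.5 ug/mL) preincubated 30 min with compound, then NADPH (0.016 mM) and alpha-KG (2 mM) added; 80 min at RT, pH 7.5. Remaining NADPH coupled via diaphorase/resazurin to fluorescence (540/590 nm); concentration-response curves normalized to no-enzyme control.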
# Vif-APOBEC3G blk – qHTS for Inhibitors of Vif-A3G Interactions: qHTS | AID 602310, 2012 | 0.076% of 410,000 active | HeLa A3G-eYFP + Vif (tagged APOBEC3G with the HIV-1 protein that degrades it), YFP fluorescence, overnight | Potency, µM (series often up to 46.1 µM), for the others: at the top dose activity, negative = active, hits mostly inhibitors;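 also: potency is read from the fitted curve at half-maximal effect; % is scaled to controls: 0 for no effect and ±100 for the full control effect; nearly all actives have a fitted effect of over 60% in size; hits raise eYFP signal because A3G escapes Vif-driven loss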
#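 Read-out is eYFP fluorescence (Ex 488/Em 500-530) from Vif-expressing HeLa A3G-eYFP cells; more signal means A3G escaped Vif-mediated degradation. Cells plated overnight, compound pinned in, incubated overnight at 37 deg C.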
# rTrxR1 inhibitor – qHTS Assay for Inhibitors of Mammalian Selenoprotein Thioredoxin Reductase 1 (TrxR1): qHTS; Thioredoxin reductase 1, cytoplasmic (Rattus norvegicus), O89049; recombinant rTrxR1, NADPH fluorescence consumption, selenite substrate; Potency, µM (series often up to 114 µM), for inactives: at the highest dose activity change, negative = inhibition, hits mostly inhibitors; 1% of 390,000 active; also: potency is read from the fitted curve at half-maximal effect; % is scaled to controls: 0 for no effect and ±100 for the full control effect; nearly all actives have a fitted effect of over 65% in size
#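 Rat TrxR1 (90 nM in the dispensed reagent) was pre-reduced with 400 uM NADPH for 5 min at room temperature, then incubated with compound for 15 min. After 400 uM selenite was added, NADPH fluorescence (Ex 340/Em 450 nm) was followed for 8 min.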
# Vif-A3F inh – qHTS for Inhibitors of Vif-A3F Interactions: qHTS; 0.2% of 390,000 active; HeLa A3F-eYFP + Vif (tagged APOBEC3F with the HIV-1 protein that degrades it), YFP fluorescence increase; AID 602313, 2012; Potency, µM (series often up to 46.1 µM), for the others: top-dose activity, negative = active; also: potency is read from the fitted curve at half-maximal effect; % of control where 0% means no effect; nearly all actives have a fitted effect of over 65% in size
#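 Fluorescence increase (Ex 488/Em 500-530) after overnight compound treatment at 37 deg C flags inhibition of Vif-driven A3F-eYFP loss in stable HeLa A3F-eYFP/Vif cells seeded overnight beforehand.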
# LDHA inh – qHTS assay for inhibitors of human lactate dehydrogenase; L-lactate dehydrogenase A chain (Homo sapiens), P00338; purified LDHA, NADH/diaphorase-resazurin fluorescence; hits give low values; activity change, % (values are at about 110 or 230 µM); 0.15% of 480,000 active; AID 1347041, 2019; in the data active = activity change below about -30%; inconclusive = mostly about -25% to -30%;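 also: plate controls were DMSO wells for no effect and wells without enzyme for full effect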
#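 Remaining NADH was detected by diaphorase (0.133 mg/mL) converting 37 µM resazurin to fluorescent resorufin, read at 0 and 20 minutes. The preceding 5-minute room-temperature reaction used 2 nM LDHA, 0.2 mM sodium pyruvate and 0.06 mM NADH at pH 7.4.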
# GRP78 ERSR act – qHTS for Inducers of the Endoplasmic Reticulum Stress Response (ERSR) in Human Glioma: qHTS. U87-MG GRP78 promoter luciferase reporter, 16 h. Potency, µM, inactives show top-dose activation, actives largely listed as activators. 0.02% of 420,000 active; also: potency is read from the fitted curve at half-maximal effect; series mostly up to about 76 µM; % of control where 0% means no effect; nearly all actives have a fitted effect of over 35% in size
#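 Stably transfected U87-MG human glioma cells carrying a GRP78-based luminescent sensor were seeded at 1000 cells/well, pin-dosed with compounds and incubated 16 h. Luciferase reagent was then added, and end-point luminescence was read after 10 min at room temperature.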
# USP1-UAF1 inh – Inhibitors of USP1/UAF1: Primary Screen; Ubiquitin carboxyl-terminal hydrolase 1 (Homo sapiens), O94782; recombinant USP1/UAF1, Ub-Rhodamine cleavage fluorescence; Potency, µM (series often up to 57.1 µM), without a hit: at the top dose activity change, negative = inhibition, most hits filed as inhibitors; 0.23% of 390,000 active; also: potency is read from the fitted curve at half-maximal effect; % is scaled to controls: 0 for no effect and ±100 for the full control effect; nearly all actives have a fitted effect of over 60% in size; inactives centre near -12
# Target sequence (O94782 whole entry, looked up): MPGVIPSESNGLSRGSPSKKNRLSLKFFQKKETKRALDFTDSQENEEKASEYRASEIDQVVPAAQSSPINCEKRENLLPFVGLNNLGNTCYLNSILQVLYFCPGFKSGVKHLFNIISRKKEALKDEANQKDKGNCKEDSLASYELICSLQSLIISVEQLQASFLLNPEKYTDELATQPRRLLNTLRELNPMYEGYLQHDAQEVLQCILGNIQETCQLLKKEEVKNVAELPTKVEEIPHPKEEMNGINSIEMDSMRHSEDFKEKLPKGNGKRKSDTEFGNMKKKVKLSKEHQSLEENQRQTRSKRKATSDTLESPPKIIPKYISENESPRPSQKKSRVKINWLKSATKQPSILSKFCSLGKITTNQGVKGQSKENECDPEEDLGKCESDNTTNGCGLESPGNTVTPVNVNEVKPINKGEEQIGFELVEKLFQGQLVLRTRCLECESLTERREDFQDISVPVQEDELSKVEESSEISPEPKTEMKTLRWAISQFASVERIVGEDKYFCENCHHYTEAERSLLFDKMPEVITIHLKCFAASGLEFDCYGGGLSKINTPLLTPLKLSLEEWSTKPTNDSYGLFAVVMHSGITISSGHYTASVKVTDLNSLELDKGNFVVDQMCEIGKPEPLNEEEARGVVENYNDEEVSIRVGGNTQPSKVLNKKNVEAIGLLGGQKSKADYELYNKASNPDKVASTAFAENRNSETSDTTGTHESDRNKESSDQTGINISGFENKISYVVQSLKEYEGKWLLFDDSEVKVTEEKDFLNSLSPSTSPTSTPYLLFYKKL
#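 High-throughput fluorogenic screen: 1nM USP1/UAF1 complex, Ub-Rho substrate 150nM final, 50mM HEPES pH 7.8 with 0.5mM EDTA, 0.1 mg/ml BSA, 1mM TCEP and 0.01% Tween-20.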
# TrxR1 substrate – qHTS Assay for Substrates of Mammalian Selenoprotein Thioredoxin Reductase 1 (TrxR1): qHTS; Thioredoxin reductase 1, cytoplasmic (Rattus norvegicus), O89049; purified TrxR1 substrate turnover, NADPH consumption readout; Potency, µM (doses to about 114 µM), for inactives: top-dose activity change, negative = substrate turnover; 0.01% of 390,000 active; AID 588456, 2011; also: potency is read from the fitted curve at half-maximal effect; % is scaled to controls: 0 for no effect and ±100 for the full control effect; nearly all actives have a fitted effect of over 50% in size
#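 Rat TrxR1, dispensed at 90 nM, was prereduced with 400 uM NADPH (final) for 5 min at ~22 deg C, then incubated with compound 15 min before 400 uM selenite. A first-read NADPH fluorescence drop versus no-compound background flagged substrates.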
# Active calls of the source: *; ? = inconclusive; / = not tested or not shown; & = joins results of further samples; [ ] = another dose, or the depositor's remark. Unless noted, calls follow the shape of the dose curve; as a rule, active = well fitted curve in the direction sought with a large enough effect; inconclusive = small, poorly fitted or top-dose-only effect, or another doubt; inactive = no such curve, though single readings can be large; an effect the other way counts as inactive or inconclusive.
SMILES,RGS4 inhibitor,IDH1 R132H inh,Vif-APOBEC3G blk,rTrxR1 inhibitor,Vif-A3F inh,LDHA inh,GRP78 ERSR act,USP1-UAF1 inh,TrxR1 substrate
COc1ccc(CNS(=O)(=O)c2cnc(N)nc2)cc1,-9%,12%,4%,12%[57.1 µM],6%,5,-3%,-1%,4%[57.1 µM]
O=C(Nc1ccccc1)Nc1ccccn1,6%,4%,-10%,26%,-10%,-6,2%,-13%,8%
Cc1noc(C)c1COC(=O)CCc1nc2ccccc2s1,-7%,5%,1%,5%[57.1 µM],5%,-1,2%,-14%,4%[57.1 µM]
CCCCN(CCCC)C(=O)c1cc2ccccc2c(=O)o1,-22%,3%,0%,-8%,-13%,-3,-6%,-5%,-8%
CCN1CCN(S(=O)(=O)c2cc(OC)ccc2OC)CC1,-10%,5%,0%,7%,-7%,-3,-3%,1%,6%
Cc1cccc(OCCn2c(-c3ccc(Cl)cc3)nc3ccccc3c2=O)c1,22%,5%,5%,2%,-9%,-7,-5%,?,0%
CCSc1nn(CC(=O)Nc2cccc(CC)c2)c(N)c1S(=O)(=O)c1ccccc1,13%,-2%,-17%,9%[57.1 µM],0%,-2,-4%,-6%,-4%[57.1 µM]
COc1cccc(NC(=O)c2oc3ccc(S(=O)(=O)N(C)C4CCCCC4)cc3c2C)c1,2%,-13%,2%,8%[57.1 µM],-7%,-8,-3%,-24%,-5%[57.1 µM]
Cc1cc2c(cc1S(=O)(=O)NCc1ccccc1)n(C)c(=O)c(=O)n2C,0%,3%,1%,15%[57.1 µM],0%,-3,-4%,-1%,15%[57.1 µM]
Cc1c(C(=O)N2CCCCC2)c(S(=O)(=O)NCc2ccc(F)cc2)c(C)n1C,25%[11.4 µM],-8%,-1%,10%,0%,-3,5%,-8%,-4%
C/C(=N\OC(=O)Nc1ccc(Cl)cc1)c1ncc(C(F)(F)F)cc1N1CCOCC1,-24%,4%,4%,-12%,1%,6,6%,-19%,6%
CC(C)Oc1ccc(C(=O)Nc2ccc(C(F)(F)F)n(C)c2=O)cc1,17%,0%,-5%,16%,-2%,-6,-3%,-17%,-1%
CC(C)CC(=O)Nc1ccccc1-c1nnn(CC(=O)N2CCc3ccccc3C2)n1,-17%,5%,-4%,12%[57.1 µM],5%,-2,0%,-22%,7%[57.1 µM]
CCN(CC)C(=O)C12CC3CC(CC(Br)(C3)C1)C2,20%,-3%,7%,6%,11%,-8,-1%,-3%,-5%
CCN1CCN(c2ccc(S(=O)(=O)N3CCCCC3)cc2NC(=O)C(C)Oc2ccc(F)cc2)CC1 (stereo not given),-11%,3%,0%,23%,4%,-12,-2%,-15%,7%
Cc1ccccc1S(=O)Cc1ccc(C(=O)N2CCN(c3cccc(C)c3C)CC2)o1 (stereo not given),20%,/,/,23%,/,-2,/,-33%,-3%
CN(CCCNC(=O)c1ccc(N2CCCC2=O)cc1)c1ccccc1,-15%,5%,-5%,-18%,-7%,7,2%,-10%,-13%
C[C@@H]1CN([C@@H](C)CO)C(=O)c2cc(NC(=O)c3ccccc3)ccc2O[C@@H](C)CCCCO[C@@H]1CN(C)S(=O)(=O)c1ccc(F)cc1,/,2%,-4%,/,0%,-5,-6%,-12%,/
COc1ccc(-c2ccnc3c(-c4ccc(F)cc4)c(C)nn23)cc1OC,-1%,19%,-3%,8%,0%,-3,-2%,?,5%
Cc1cc(C)cc(-n2nnnc2SCC(=O)Nc2nc(-c3ccc(Cl)cc3)cs2)c1,37%,6%,-9%,22%,-13%,-15,-2%,-16%,8%

# At a glance, 2 of the compounds above.
SMILES,RGS4 inhibitor,IDH1 R132H inh,Vif-APOBEC3G blk,rTrxR1 inhibitor,Vif-A3F inh,LDHA inh,GRP78 ERSR act,USP1-UAF1 inh,TrxR1 substrate
COc1ccc(-c2ccnc3c(-c4ccc(F)cc4)c(C)nn23)cc1OC,-1%,19%,-3%,8%,0%,-3,-2%,?,5%
Cc1cc(C)cc(-n2nnnc2SCC(=O)Nc2nc(-c3ccc(Cl)cc3)cs2)c1,37%,6%,-9%,22%,-13%,-15,-2%,-16%,8%

# Next results.
SMILES,RGS4 inhibitor,IDH1 R132H inh,Vif-APOBEC3G blk,rTrxR1 inhibitor,Vif-A3F inh,LDHA inh,GRP78 ERSR act,USP1-UAF1 inh,TrxR1 substrate
Cc1ccc2nsnc2c1N,-11%,6%,0%,10%[57.1 µM],4%,13,-3%,-3%,7%
COc1ccc(CCNC(=O)CCc2ccsc2)cc1OC,-8%,-1%,2%,-1%,-1%,-11,-1%,?,-1%
Cc1cccnc1CCNC(=O)CCc1nnc(CCc2ccccc2)o1,25%,-1%,-2%,5%,5%,-6,0%,-6%,-6%
CCc1ccc(C2=NN(CCC(=O)NCc3cccs3)C(=O)CC2)cc1,-3%,7%,-2%,24%,0%,-4,-4%,-6%,6%
COc1ccccc1N1CCN(Cc2cc3c(cc2Br)OCCO3)CC1,-33%,2%,0%,5%[57.1 µM],-24%,0,-6%,-21%,-10%[57.1 µM]
CCOC(=O)N1CCN(C(=O)Cn2cc3c(n2)CCCC3)CC1,20%,3%,0%,16%,5%,0,-3%,-5%,-1%
O=C(N[C@@H]1C/C=C\C[C@H](CC(=O)N(CCO)Cc2ccccc2)C(=O)N[C@@H](Cc2c[nH]c3ccccc23)COC1=O)OCC1c2ccccc2-c2ccccc21,-2%,-10%,-1%,8%,4%,4,-2%,?,3%
CCOc1ccc(CN2C(=O)c3ccccc3C2=O)cc1C(=O)O,-9%,-1%,0%,23%,17%,-14,0%,-20%,0%
CCCCc1c(C)nc2cc(-c3ccco3)[nH]n2c1=O,-15%,4%,-2%,-11%[57.1 µM],3%,-3,-2%,-1%,18%[57.1 µM]
CC(=O)Nc1ccc(NS(=O)(=O)c2cc([N+](=O)[O-])ccc2C)cc1,-20%,0%,0%,3%[57.1 µM],-2%,-5,2%,1%,9%[57.1 µM]
Cc1nnc(NC(=O)CN2C(=O)c3ccccc3S2(=O)=O)s1,-2%,-1%,-5%,5%[57.1 µM],-3%,-4,-3%,-23%,-8%
O=C1C(Cl)=C(N2CCCCCC2)C(=O)N1c1ccc(Cl)cc1,-13%,-2%,0%,8%,10%,-2,2%,-22%,5%
Cc1c(C(=O)N(C)C)sc2c1c(=O)n(-c1ccc(Cl)cc1)c(=O)n2CC(=O)C(C)(C)C,5%,-8%,-2%,15%[57.1 µM],0%,4,-2%,-24%,1%[57.1 µM]
O=C(Nc1cccc(S(=O)(=O)N2CCCCCC2)c1)c1cc(=O)c2ccccc2o1,-15%,1%,-11%,13%[57.1 µM],-4%,-3&-1,-5%,-13%,-5%[57.1 µM]
CCCCc1c(O)nc(SCC(=O)NCCc2ccc(OC)c(OC)c2)[nH]c1=O,56%[activator],1%,2%,17%[57.1 µM],-2%,-11,-7%,2%,6%[57.1 µM]
COC(=O)[C@@H](NC(=O)NCc1cccc(OC)c1)C(C)C,11%,2%,2%,14%,-9%,3,-4%,-5%,3%
COc1ccc(NC(=O)C(=O)NCCc2csc3nc(-c4ccccc4C)nn23)cc1,-1%,1%,-10%,13%[57.1 µM],?,-1,1%,-27%,-3%[57.1 µM]
CS(=O)(=O)N1CCC(C(=O)N2CCN(c3cccc(Cl)c3)CC2)CC1,1%,5%,14%,1%,2%,-6,-2%,-22%,-3%
CN(C)S(=O)(=O)c1ccc(C(=O)NCC(c2cccs2)N2CCOCC2)cc1 (stereo not given),-36%,3%,-2%,23%,-2%,-6,-3%,-3%,4%
CCCc1cc(=O)oc2cc(C)cc(OC(C)C(=O)NCc3ccncc3)c12 (stereo not given),-21%[56.9 µM],-12%,-6%,38%[activator][57.1 µM],3%,-2&12,-3%,-16%,39%[activator][57.1 µM]
C[C@@]12C(=O)N(c3cccc(F)c3)C(=O)N1[C@H](c1ccc(Cl)cc1)[C@@H]1C(=O)N(C3CCCCC3)C(=O)[C@@H]12,2%,-4%,-6%,14%[57.1 µM],5%,-2,-1%,2%,4%[57.1 µM]
CCN(CC)Cc1csc(C(N)=O)c1,9%[56.9 µM],7%,2%,-6%,-4%,-11,-2%,-3%,-10%
O=C1S/C(=C\c2ccc(N3CCOCC3)o2)C(=O)N1c1ccccc1,?,7%,4.5µM*,4µM*,?,24,-8%,28µM*,5%[57.1 µM]
Cc1ccc(N(C(=O)CNC(=O)c2ccco2)C(C(=O)NC2CCCCC2)c2cccnc2)c(C)c1 (stereo not given),0%,-15%,-6%,15%,-9%,-10,-4%,-21%,-1%
CCCn1cc(SCC(=O)NC2CCCC2)c2ccccc21,-32%,6%,-4%,-10%,1%,1,-1%,-14%,-9%

# High-throughput results as filed in PubChem.

# Not all compounds are listed, so the mix of outcomes need not match the whole.
